Assay outcomes (PubChem)
ELG1 genotoxic – genotoxicity induction in ELG1-luciferase HEK293T cells | HEK293T ELG1-luciferase reporter, luminescence, 16 h | Potency, µM (series often up to 46 µM), inactives show at the highest dose activity change, positive = activation, actives largely listed as activators | 330,000 compounds, 1.3% hits | AID 504466; further: potency means the concentration at half of the fitted maximal effect; % of control where 0% means no effect; nearly all actives have a fitted effect of over 60% in size
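Genotoxic stress is detected as increased luminescence from luciferase-tagged ELG1 in HEK293T cells, measured with ONE-Glo after a 16 hr treatment at 37 °C.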
Tb PFK inh – T. brucei PFK enzyme inhibition; O15648; T. brucei PFK, ADP-Glo luminescence; Potency, µM (titrated, usually from 57.5 µM), inactives show at the highest dose activity, negative = inhibition, usual class: inhibitors; 330,000 compounds, 0.17% hits;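 further: potency means the concentration at half of the fitted maximal effect; 0% = uninhibited 1x PFK enzyme wells and -100% = no-enzyme wells; nearly all actives have a fitted effect of over 60% in size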
Target sequence (O15648 whole entry, looked up): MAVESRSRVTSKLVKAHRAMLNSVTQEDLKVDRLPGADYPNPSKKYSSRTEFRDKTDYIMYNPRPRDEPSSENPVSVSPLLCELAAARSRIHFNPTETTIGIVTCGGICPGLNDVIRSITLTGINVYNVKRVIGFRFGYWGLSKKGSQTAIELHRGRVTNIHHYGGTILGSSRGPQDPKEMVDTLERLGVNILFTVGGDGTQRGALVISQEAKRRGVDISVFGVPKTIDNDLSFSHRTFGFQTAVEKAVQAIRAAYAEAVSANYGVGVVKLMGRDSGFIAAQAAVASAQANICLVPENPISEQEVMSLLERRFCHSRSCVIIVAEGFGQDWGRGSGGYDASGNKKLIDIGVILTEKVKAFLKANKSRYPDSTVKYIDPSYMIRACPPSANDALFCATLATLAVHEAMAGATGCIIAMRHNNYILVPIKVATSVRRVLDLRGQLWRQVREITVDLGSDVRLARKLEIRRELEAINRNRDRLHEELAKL
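Activity is normalized to no-enzyme wells (full inhibition) and 1.25 nM enzyme wells (no inhibition). Reaction: 0.5 mM F6P, 0.1 mM ATP, 45 min RT, ADP-Glo luminescence; concentration-response curves fitted and classed by quality.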
NPC1 promoter act – activators of NPC1 promoter; 320,000 compounds, 2.4% hits; Potency, µM (titrated, usually from 9.22 µM), without a hit: top-dose activation, actives largely listed as activators; Huh7 NPC1 promoter luciferase reporter, 24 h; AID 485313;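 further: potency means the concentration at half of the fitted maximal effect; % of control where 0% means no effect; nearly all actives have a fitted effect of over 60% in size; reporter is driven by a mutant NPC1 promoter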
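Stable NPC1-promoter luciferase Huh7 line; cpd (DMSO) 24 h, 37 °C, 5% CO2; Amplite luciferase reagent 10 min RT; luminescence readout. qHTS format.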
uPA generation – inhibitors of cell surface uPA generation. Potency, µM (series often up to 38.3 µM), for the others: top-dose activity change, negative = inhibition, actives largely listed as inhibitors. 330,000 compounds, 0.31% hits. cell surface uPA generation assay, qHTS. AID 540303; active means well fitted inhibition curve with a large enough effect; inconclusive means small, poorly fitted or top-dose-only effect; inactive means no such curve, though single readings can be large or run the other way; tested in mouse RAW 264.7 cells; further: potency means the concentration at half of the fitted maximal effect; on the % scale 0 is the no-effect control and ±100 the full control effect; nearly all actives have a fitted effect of over 55% in size
FLuc counter – inhibits or activates purified firefly luciferase, miR-21 counter-screen | 360,000 compounds, 6.9% hits | P08659 | purified FLuc, Km substrates, luminescence inhibition | Potency, µM (titrated, usually from 57.5 µM), for inactives: at the highest dose activity change, negative = inhibition, usual class: inhibitors;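 further: potency means the concentration at half of the fitted maximal effect; plate controls were vehicle for no effect and reference inhibitor for full effect; nearly all actives have a fitted effect of over 55% in size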
Target sequence (P08659 whole entry, looked up): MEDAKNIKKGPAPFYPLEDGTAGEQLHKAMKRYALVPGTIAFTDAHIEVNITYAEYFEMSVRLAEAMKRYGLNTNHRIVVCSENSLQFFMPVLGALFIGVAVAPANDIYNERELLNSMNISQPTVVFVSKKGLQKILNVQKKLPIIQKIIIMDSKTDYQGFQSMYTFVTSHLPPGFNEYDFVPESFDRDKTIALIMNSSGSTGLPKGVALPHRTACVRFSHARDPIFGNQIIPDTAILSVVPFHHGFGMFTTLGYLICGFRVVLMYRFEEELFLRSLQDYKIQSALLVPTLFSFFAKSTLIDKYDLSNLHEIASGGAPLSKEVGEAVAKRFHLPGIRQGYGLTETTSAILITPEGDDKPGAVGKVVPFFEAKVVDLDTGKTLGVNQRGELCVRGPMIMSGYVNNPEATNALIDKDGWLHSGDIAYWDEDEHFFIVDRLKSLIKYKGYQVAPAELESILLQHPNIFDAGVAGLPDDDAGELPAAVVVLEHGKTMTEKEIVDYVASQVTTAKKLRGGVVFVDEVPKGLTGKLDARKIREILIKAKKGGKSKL
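Biochemical qHTS of compounds, final roughly 60 µM downward over six points, against 10 nM purified firefly luciferase using Km concentrations of substrates (10 uM D-luciferin, 10 uM ATP) in Tris acetate pH 7.5 buffer; luminescence output.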
KCNH2 3.1 inh – KCNH2 3.1 (human) potassium channel inhibition; U2OS KCNH2 3.1, thallium flux FluxOr; hits give low values; activity change, % (tested at about 1.8 µM); 340,000 compounds, 0.95% hits;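 active means maximum activity change below -70%; inconclusive means maximum activity change from -70% to -50%; inactive means maximum activity change above -50%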;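 further: thallium influx rate constant from kinetic fluorescence after stimulation buffer; on the % scale 0 is the no-effect control and ±100 the full control effect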
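Normalized rate constant (relative to positive and negative DMSO controls) derived from a 2 min kinetic fluorescence read after stimulation; U2OS cells expressing the 3.1 isoform via virus at 1.77 x 10^8 /mL.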
FBPA coupling cs – inhibits coupling enzyme system, counter-screen for aldolase hits. coupling enzyme system counterscreen, AmpLite Red fluorescence. 290,000 compounds, 0.67% hits. activity change, negative = inhibition, % at 58.2 µM, hits read low; in the data active means activity change below about -30%; further: on the % scale 0 is the no-effect control and ±100 the full control effect
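Compounds tested against the coupling enzymes alone at 57.5 uM final; readout was AmpLite Red fluorescence (525/598 nm) after 20 min at RT.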
Gal4-VP16 FLuc – inhibits Gal4-VP16 luciferase reporter, ROR gamma counter-screen; Potency, µM (series often up to 53.6 µM), without a hit: top-dose activity, negative = inhibition, most hits filed as inhibitors; Drosophila S2 Gal4-VP16 UAS-luciferase, luminescence, 20 h; 310,000 compounds, 3.5% hits; AID 2546;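 further: Gal4-VP16 expression switched on by copper sulfate through the metallothionein promoter; potency means the concentration at half of the fitted maximal effect; on the % scale 0 is the no-effect control and ±100 the full control effect; nearly all actives have a fitted effect of over 50% in size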
RORgamma inh – inhibitors of mouse ROR gamma transcriptional activity | 310,000 compounds, 5.4% hits | P51450 | Potency, µM (highest dose often 53.6 µM), for inactives: at the highest dose activity change, negative = inhibition, hits mostly inhibitors | Drosophila S2 Gal4-RORgamma UAS-luciferase reporter, 20 h | AID 2551; further: potency means the concentration at half of the fitted maximal effect; on the % scale 0 is the no-effect control and ±100 the full control effect; nearly all actives have a fitted effect of over 60% in size
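ROR gamma transcriptional activity was tracked as Gal4-UAS luciferase output in stably transfected Drosophila Schneider cells, with compound added 1 hr before 700 uM copper sulfate induction and a 20 hr ambient-temperature incubation.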
Giardia kill – kills Giardia lamblia | Giardia lamblia trophozoite viability | activity change, % at 7.66 µM, hits read low | 340,000 compounds, 0.15% hits; in the data active means activity change below about -80%; inconclusive means between about -30% and that limit;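 further: parasites exposed to compound for two days anaerobically before the ATP read; on the % scale 0 is the no-effect control and ±100 the full control effect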
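Luminescence from cellular ATP indicates surviving trophozoites (100 cells/well) following 48 hrs anaerobic compound treatment at 37 deg C; signal develops 15-30 min at room temperature.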
Rab9 promoter act – Rab9 promoter activation; Huh7 Rab9 promoter-luciferase reporter, luminescence, 24 h; Potency, µM (doses to about 9.22 µM), for inactives: at the top dose activation, negative = inhibition, most hits filed as activators; 320,000 compounds, 2.8% hits; further: potency means the concentration at half of the fitted maximal effect; % of control where 0% means no effect; nearly all actives have a fitted effect of over 60% in size
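Cell-based reporter: Huh7 stable for Rab9 promoter-driven luciferase, plated in reduced-serum medium with 10% FBS at 1500 cells/well, compound-treated 24 h at 37 °C, luminescence read after 10 min reagent.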
Active calls of the source: *; ? = inconclusive; . = no result given; & = joins results of further samples; [ ] = remark or other dose. Unless noted, the call rests on the fitted dose curve; in most records, active means well fitted curve in the direction sought with a large enough effect; inconclusive means small, poorly fitted or top-dose-only effect, or another doubt; inactive means no such curve, though single readings can be large; an effect the other way counts as inactive or inconclusive.

| nr | SMILES | ELG1 genotoxic | Tb PFK inh | NPC1 promoter act | uPA generation | FLuc counter | KCNH2 3.1 inh | FBPA coupling cs | Gal4-VP16 FLuc | RORgamma inh | Giardia kill | Rab9 promoter act |
| --- | --- | --- | --- | --- | --- | --- | --- | --- | --- | --- | --- | --- |
| 1 | Cc1[nH]c2ccc(C(=O)OC(C)C(=O)NCc3ccccc3)cc2c1C (stereo not given) | -7% | 5% | -16% | -8% | 2% | 9 | . | . | . | -9 | -20% |
| 2 | COc1cc2c(cc1NC(=O)CSc1nccn1C)oc1ccccc12 | -1% | 0% | 21% | -4% | ? | 11 | -7 | ? | ? | -12 | 23% |
| 3 | COC(=O)c1c(C)oc(C)c(C(=O)OC)c1=O | 0% | -1% | 1% | -5% | 1% | -11 | 1 | -7% | 12% | -4 | 1% |
| 4 | COc1ccc(N2C(N)=NC(N)=NC2(C)C)cc1 | -5% | -1% | 0% | -11% | -2% | ? | . | 4% | -22% | 1 | -11% |
| 5 | O=S1(=O)CC2NC(=S)N(c3cccc(Br)c3)C2C1 (stereo not given) | -2% | -1% | ? | 2% | -1% | 0 | -2 | 5% | 18% | 6 | -3% |
| 6 | CC(=O)c1cc(CCC(=O)NC2CCCCCC2)oc1C | 5% | 5% | 0% | 2% | 6% | -5 | 3 | 1% | -20% | -4 | -1% |
| 7 | COc1ccc(CCNC(=O)c2c(C)nc3ccccn23)cc1OC | 0% | -5% | -6% | -7% | -2% | 0 | -1 | 10% | 3% | 15 | -6% |
| 8 | CC(C)Oc1cccc(C(=O)C2CCCN(Cc3cnc(N4CCCC4)s3)C2)c1 (stereo not given) | -3% | 2% | -2% | -5% | -8% | -10 | 0 | -8% | 1% | -26 | -2% |
| 9 | Nn1c(SCc2ccccn2)nncc1=O | -10% | -1% | 1% | -4% | 1% | -1 | 0 | 1% | -40% | 13 | -8% |
| 10 | COc1ccc2c(C)c(C(=O)O)oc2c1 | -3% | 2% | -2% | 0% | -2% | 17 | -1 | -4% | 12% | -9 | 12% |
| 11 | Cc1ccc(NC(=O)c2cnc(SCC(=O)c3ccccc3)n(C)c2=O)cc1 | 5% | 3% | 9% | 1% | ? | -8 | . | . | . | 9 | 21% |
| 12 | CCNC(=O)COC(=O)c1cc(S(=O)(=O)N2CCCc3ccccc32)ccc1Cl | -1% | 1% | -4% | 5% | 2% | -10 | -6 | 4% | 4% | 6 | 0% |
| 13 | CCCN1CNC(=S)N(CCc2ccccc2)C1 | 2% | 17% | -2% | -4% | -1% | 6 | 2 | 3.2µM* | 4µM* | -9 | -5% |
| 14 | COc1ccc(S(=O)(=O)NC2CCCC2)cc1C(N)=O | 2% | 3% | -4% | 1% | 8% | 4 | . | 6% | -15% | -29 | 1% |
| 15 | COC(=O)Cc1[nH]nc2c1C1(CCSCC1)C(C#N)=C(N)O2 | 0% | 9% | 1% | 1% | -1% | -26 | 2 | 1% | -25% | 0 | -6% |
| 16 | COCCCNC(=O)c1ccc(Cn2c(=O)c3ccccc3n(Cc3ccc(C)cc3)c2=O)cc1 | 13% | 4% | 4% | 0% | -4%&6% | -4 | 3 | ? | -3% | 4 | -4% |
| 17 | Cc1cc(C)c2nc(N(CCCN(C)C)C(=O)C3=COCCO3)sc2c1 | 11% | -1% | -5% | -25% | 3% | -7 | . | . | . | 17 | 3% |
| 18 | NC(=O)CSc1nc2ccccc2nc1SCC(N)=O | 4% | -10% | -2% | -1% | 5% | -1 | 5 | -1% | 14% | 16 | -4% |
| 19 | O=C(COc1ccccc1Cc1ccccc1)Nc1cccnc1 | 0% | -6% | -1% | 6% | . | -1 | . | . | . | 8 | 0% |
| 20 | CC1C/C=C/C=C/C=C/C=C/C(O[C@@H]2O[C@H](C)[C@@H](O)[C@H](N)[C@@H]2O)CC2OC(O)(CC(O)CC3OC3/C=C/C(=O)O1)CC(O)C2C(=O)O (stereo not given in full) | 2% | -25% | -3% | . | 0% | . | 1 | -4% | -11% | . | 3% |
| 21 | O=C1c2cccnc2C(=O)N1Cc1ccccc1 | 5% | 6% | -9% | -3% | 2% | -11 | 0 | -4% | -18% | -14 | -1% |
| 22 | O=C1NC(=S)S/C1=C\c1coc2ccccc2c1=O | 8% | 19% | 5% | -10% | 19µM* | 20 | 6 | 9% | 10% | -21 | ? |
| 23 | BrC(/C=N/Nc1nc(N2CCOCC2)nc(N2CCOCC2)n1)=C/c1ccccc1 | -5% | -7% | -2% | 9% | 1% | -10 | 1 | ? | ? | 7 | 1% |
| 24 | Cc1cc2c(cc1C)N(CC(=O)N1CCCC1)C(=O)CC(c1ccccc1)=N2 | ? | -6% | 3% | -3% | 13µM* | -10 | 9 | 8% | ? | 29 | 18% |
| 25 | CCN(CC)CCNc1nc(C(F)(F)F)nc2c1nnn2Cc1ccccc1 | -2% | -6% | -5% | 1% | -1% | -22 | 1 | . | . | -5 | 0% |
| 26 | Cc1cc(C)c2nc(Cl)c(C3NC(=O)c4ccccc4N3)cc2c1 (stereo not given) | 0% | -1% | 0% | 2% | -2% | -6 | -2 | 4% | -4% | 3 | 1% |
| 27 | O=C1CC(c2nc3ccccc3[nH]2)CN1c1ccccc1 (stereo not given) | -5% | -11% | 3% | 0% | 0% | -2 | -1 | 0% | -5% | 2 | 2% |
| 28 | O=C(CN(C(=O)CCNC(=O)c1ccco1)c1ccccc1)NC1CCCC1 | -2% | 0% | 1% | -11% | 1% | 4 | 3 | . | 5%[0.365 µM] | 3 | 1% |
| 29 | CCC(=O)N1C(=O)CCN(C(C)=O)c2ccccc21 | -2% | 2% | -2% | 2% | 12% | 15 | 2 | -16% | 17% | 14 | -2% |
| 30 | COc1ccc(S(=O)(=O)N2CCOCC2)cc1NC(=O)C1CCCN1C(=O)c1cccs1 (stereo not given) | -3% | 8% | 0% | -9% | . | -22 | . | . | . | 6 | -1% |
| 31 | C=CCN(C(=O)c1csnn1)C(C(=O)NCc1ccc(F)cc1)c1ccc(F)cc1 (stereo not given) | -6% | 4% | -4% | 4% | 1% | -16 | -1 | 4% | 16% | -7 | 0% |
| 32 | O=C(Nc1ccc(S(=O)(=O)N2CCOCC2)cc1)c1nn(-c2ccc(F)cc2)ccc1=O | 3% | 3% | 2% | -1% | 3% | 15 | -1 | -2% | 8% | 13 | -3% |
| 33 | O=C(CSc1nc2c(c(=O)n1-c1ccc(F)cc1)SCC2)NCc1ccco1 | -3% | -4% | -6% | 0% | -1% | 5 | 1 | 7% | 9% | 12 | 6% |
| 34 | COCCN(C(=O)CSc1nc2ccc(Cl)cc2[nH]1)c1c(N)n(Cc2ccccc2)c(=O)[nH]c1=O | -5% | -13% | 5% | 12% | 3% | 3 | -16 | . | . | -26 | 6% |
| 35 | O=C(NC1CCCCC1)C(c1ccc2ncccc2c1)N(Cc1ccco1)C(=O)c1ccc2c(c1)OCCO2 (stereo not given) | -11% | 0% | -1% | 8% | -1% | -10 | 3 | 4% | 11% | 11 | -1% |
| 36 | CC(Sc1ccsc1[N+](=O)[O-])C(=O)NCc1ccco1 (stereo not given) | -4% | 3% | -2% | ? | -6% | -1 | 4 | 28% | -5% | ? | 2% |
| 37 | c1ccc(-n2c(SCc3ccncc3)nnc2-c2ccco2)cc1 | 6% | 5% | -2% | 0% | 2% | 0 | 2 | -13% | ? | 8 | 4% |
| 38 | CCOC(=O)n1c(SCC(=O)N(CC)CC)nc2ccccc21 | 5% | 14% | 0% | -1% | 0% | -9 | 2 | 12% | 15% | 7 | -1% |
| 39 | Cc1cc(C)cc(N(C)S(=O)(=O)c2nnc(NC(=O)C(C)C)s2)c1 | 0% | 14% | -3% | 3% | 2% | 7 | 0 | 4% | -18% | 5 | 1% |
| 40 | COc1ccccc1Nc1ncc(C(=O)N2CCC(C(N)=O)CC2)c2ccccc12 | -2% | -5% | 1% | -3% | -12% | 7 | -34* | -2% | -39% | -11 | -9% |
| 41 | CS(=O)(=O)c1ccccc1C(=O)NC1CCCc2ccccc21 (stereo not given) | -3% | -3% | 0% | -2% | -1% | -7 | -3 | -5% | -1% | 17 | 5% |
| 42 | Cc1cc(CNCc2cn(C)nc2-c2ccc(Oc3ccccc3)cc2)on1 | -8% | -1% | -3% | 2% | -14% | 4 | -1 | -8% | 13% | 4 | 0% |
| 43 | O=C(CN1CCOCC1)Nc1ccccc1C(=O)Nc1ccccc1 | 0% | -9% | 0% | 2% | 1% | 20 | -3 | -4% | 8% | -2 | 0% |

Printed as active in RORgamma inh, of those listed so far:
No. | canonical_smiles | NPC1 promoter act | uPA generation | RORgamma inh | Rab9 promoter act
13 | CCCN1CNC(=S)N(CCc2ccccc2)C1 | -2% | -4% | 4µM* | -5%

Two compounds from above, showing only ELG1 genotoxic, FLuc counter and RORgamma inh.
cpd	Structure	ELG1 genotoxic	FLuc counter	RORgamma inh
38	CCOC(=O)n1c(SCC(=O)N(CC)CC)nc2ccccc21	5%	0%	15%
40	COc1ccccc1Nc1ncc(C(=O)N2CCC(C(N)=O)CC2)c2ccccc12	-2%	-12%	-39%
